Screening data (PubChem)
Dengue inhibitors = Dengue virus cytopathic effect inhibitors, cell-based, CPE readout, HTS (AID 540333). Dengue virus CPE inhibition in host cells; stronger effect = higher value. CPE inhibition, % at 20 µM. hit rate 3.1% among 10,000; in the data active = CPE inhibition mostly above about 9.1%, no sharp cut-off; inactive = mostly below about 7.2%
* marks the source's active call; other numbers are inactive results; i = inactive. Some of the compounds tested (hit frequency here may not be typical).

SMILES	Dengue inhibitors
CCN(CC)S(=O)(=O)c1ccc(N2CCN(CCO)CC2)nc1	0.5
Cc1ccc(CSCCNS(=O)(=O)c2ccccc2)cc1	i
O=C(Nc1ccccc1)c1ccc(NCCc2ccccc2)c([N+](=O)[O-])c1	14*
C=CCn1c(CNC(=O)c2cccs2)nnc1SCc1ccc(Cl)cc1Cl	1.4
COCCNc1nnc(SCC(=O)c2c[nH]c3ccccc23)s1	i
COc1ccc2c(c1O)Cc1ccccc1C2=O	5.8
CCN(CC)S(=O)(=O)c1ccc(N2CCN(c3cccc(OC)c3)CC2)c([N+](=O)[O-])c1	0.5
CCOC(=O)c1cccc(NC(=O)/C=C/c2ccc3c(c2)OCO3)c1	i
O=C(NCCOc1ccccc1Cl)c1ccc2c(c1)S(=O)(=O)c1cc(Cl)ccc1C2=O	0.7
Cc1ccc(S(=O)(=O)NCC2CCCO2)cc1[N+](=O)[O-] (configuration not stated)	i
CC(=O)Nc1ccc(C2=NNC(=NCC3CCCO3)SC2)cc1 (configuration not stated)	i
Cc1ccccc1C=Nc1ccccc1C(N)=O	0.6
O=[N+]([O-])c1nn(-c2cccc(Cl)c2)n(O)c1=NCc1cccnc1	6.3
Cc1cccc(Oc2cc(NC(=O)Cn3cnc([N+](=O)[O-])n3)cc([N+](=O)[O-])c2)c1	3.7
N/C(=N\OC(=O)CCCc1ccccc1)c1cccnc1	0.2
Cc1ccc(OCC(=O)N2N=C(c3cccnc3)CC2(O)C(F)(F)F)cc1C (configuration not stated)	0.1
C#CCOCCOCCOCCNc1nc(N2CCN(C(=O)[C@H](CCCCN)n3cc(CC(C)O)nn3)CC2)nc(N2CCN(C(=O)[C@H](Cc3ccc(O)cc3)n3cc(CCO)nn3)CC2)n1 (some centres not stated)	0.0
COc1ccc(C(=O)ON=C2c3ccccc3-c3ccccc32)cc1OC	0.6
O=C(CCN1CCOCC1)c1ccc(N2CCCCC2)cc1	i
C=CCNC(=O)NC(=O)COC(=O)CC(NC(N)=O)c1ccc(Cl)cc1 (configuration not stated)	i
O=C(C1=C[C@@H](c2ccc(C(F)(F)F)cc2)C[C@@H](OCCCCO)O1)N1CCCCCCC1	3.4
CC(=O)Nc1ccccc1C(=O)C(=O)Nc1cccc(C(=O)NC2CC2)c1	i
COC(=O)c1ccccc1NC(=O)c1cn(-c2ccc(C)c(C)c2)c(=O)c2ccccc12	0.2
CCCCNC(=O)c1onc(CSc2ccc(F)c(F)c2)c1C(=O)NCCCC	12*
CCOc1nc(NCCO)nc(Nc2ccc([N+](=O)[O-])cc2)n1	i
C=CCOC(=O)C1=C[C@@H](c2csc3ccccc23)[C@H](CCCO)[C@@H](OCC)O1	8.3
CC1=CC(C)(C)N(C(=O)CSc2nnc(N)s2)c2ccccc21	0.0
Cc1ccc(NC(=O)C2C3/C=C\CCCCC32)cc1 (configuration not stated)	1.6
Cc1cc(NC(=O)CCCN2C(=O)/C(=C/c3cccs3)SC2=S)no1	4.2
CN(C)S(=O)(=O)c1cc(NC(=O)CN2CCNC(=O)C2)ccc1Cl	i
Cc1ccc(C(=O)n2c(-c3ccccc3)cnc2SCC(=O)Nc2ccc(C)cc2C)cc1	1.0
CCc1cccc(CC)c1NC(=O)COC(=O)CC1c2ccccc2CCN1S(=O)(=O)c1ccc(F)cc1 (configuration not stated)	1.9
CCN1C(=O)[C@@H]2[C@@H](c3ccc(-c4ccc(Cl)c(Cl)c4)cc3)N3CCC[C@@]3(C(=O)OC)[C@@H]2C1=O	3.6
COc1ccc2[nH]c(=O)c(CN(Cc3cccs3)C(=S)Nc3cccc(C)c3)cc2c1	9.5*
Cc1ncc(CO)c(/C=N/NC(=O)c2ccc(O)cc2)c1O	0.5
Cc1cccc(C(=O)NC(=S)N2CCN(c3ccc([N+](=O)[O-])cc3)CC2)c1	0.4
CCN(CC(=O)NC1CCS(=O)(=O)C1)S(=O)(=O)c1ccc(C)cc1C (configuration not stated)	1.0
CCC(=O)N/N=C(\C)CC(=O)Nc1ccccc1-c1ccccc1	i
COc1cc(OC)cc(N(C(=O)C2COc3ccccc3O2)C(C(=O)NC2CCCCC2)c2ccc(O)cc2)c1 (configuration not stated)	12*
O=C(/C=C/c1cccc([N+](=O)[O-])c1)NC1CC2CCC1C2 (configuration not stated)	0.1
COc1ccc(N=Nc2[nH]c3ccc(C)cc3c2O)cc1	i
COc1ccc(OC)c(-n2c(=O)c3ccccc3c3ccccc3c2=O)c1	i
O=C(CN1C(=O)/C(=C\c2ccccc2F)SC1=S)Nc1nc2ccccc2s1	0.1
CC(=O)c1c(C)[nH]c(C(=O)COC(=O)c2ccc3c(=O)n4c(nc3c2)CCC4)c1C	i
S=C(NCC1CCCO1)Nc1ccc(Cl)cc1 (configuration not stated)	0.1
O=C1c2ccccc2NC(c2ccc(-c3cccc([N+](=O)[O-])c3)o2)N1O (configuration not stated)	0.1
CC(C)C(=O)Nc1cccc(NC(=O)c2ccc([N+](=O)[O-])cc2Cl)c1	i
N#CC1(C#N)C(C(N)=O)C1c1ccccc1 (configuration not stated)	i
COc1cc(/C=N/NC(=O)c2ccc(=O)[nH]n2)ccc1O	6.9
COc1cccc(C(=O)NC(=S)NCc2ccco2)c1	i
COc1ccc(O)c(-c2cc(-c3ccccc3[N+](=O)[O-])[nH]n2)c1	0.9
COc1ccc(Br)cc1CNC(C)c1ccccc1 (configuration not stated)	2.0
Cc1ccc(CN2CCN(/N=C/c3cc(Br)cc(Br)c3O)CC2)c(C)c1	3.5
CCC(=O)NC(=S)Nc1ccc(NC(=O)CC)cc1	i
O=C1c2cccc3c(N4CCOCC4)c([N+](=O)[O-])cc(c23)C(=O)N1c1cccc2ccccc12	i
Cc1cc(C)cc(OCC(=O)NNC(=O)CN2C(=O)c3ccccc3C2=O)c1	i
CC(C)NC(=O)NC(=O)COc1ccc(Br)cc1Br	2.2
CCN(CC)c1ccc(N=Cc2ccc([N+](=O)[O-])o2)cc1	i
O=C(CNc1cc(S(=O)(=O)N2CCCC2)ccc1OCC(F)(F)F)Nc1cccc(C(F)(F)F)c1	15*
Cc1ccc([N+](=O)[O-])cc1S(=O)(=O)N(C(=O)c1ccncc1)c1ccc2oc3c(c2c1)CCCC3	21*
(continued)
SMILES	Dengue inhibitors
COc1cc(C(c2c(C)[nH][nH]c2=O)c2c(C)[nH][nH]c2=O)ccc1OC(C)C	0.6
CCCN1CCN(c2nc(-c3cccs3)nc3ccccc23)CC1	2.0
COc1ccc(C2CC(=O)C3=C(C2)Nc2ccccc2NC3c2coc3ccccc3c2=O)cc1OC (configuration not stated)	52*
COc1ccc(C(=O)NC(=S)N2CCN(c3ccc([N+](=O)[O-])cc3)CC2)cc1	1.0
Cc1ccc(NC(=O)COC(=O)c2cc(Cl)cc(Cl)c2)c(Br)c1	i
O=C(NCCSCc1ccccc1)c1ccc(F)cc1	i
CCNC(=S)SCCOc1ccccc1C	i
CN(/N=C/c1ccc2c(c1)OCO2)c1ccccc1	0.2
CCOC(=O)C(=O)Nc1cc([N+](=O)[O-])ccc1C	1.0
O=C1NC(=Nc2ccc(Cl)cc2)SC1Cc1cc(Cl)ccc1Cl (configuration not stated)	2.6
COc1ccc(C(=O)CSc2nnc(CN3CCCCC3)n2-c2ccc(Cl)cc2)cc1OC	2.6
Cc1ccc(COc2cccc3c2CCN(Cc2ccc(F)cc2)C3=O)cc1	23*
CCOc1cc(/C=C(\C#N)C(N)=O)ccc1OS(=O)(=O)c1ccccc1	0.6
COc1ccc(/C=C2\SC(=S)N(CCC(=O)NC3=NCCS3)C2=O)cc1OC	0.1
CCOc1ccc(OCC(O)CNC2CCN(Cc3ccccc3)CC2)cc1 (configuration not stated)	i
N#Cc1c(NC(=O)CCCC(=O)O)sc2c1CCCCC2	0.1
CCCc1nc2c(s1)CCc1onc(-c3cccc([N+](=O)[O-])c3)c1-2	1.1
COc1cccc(SCc2noc(C(=O)NCC3CC3)c2C(=O)NCC2CC2)c1	2.4
S=C1NC2=C(CCC/C2=C\c2ccccc2)C(c2ccccc2)N1 (configuration not stated)	0.9
COCCCNC(=S)N(Cc1cccnc1)Cc1ccc(OC)c(OC)c1	0.1

A stretch from the list above, as a working copy:
SMILES	Dengue inhibitors
CCN(CC)S(=O)(=O)c1ccc(N2CCN(CCO)CC2)nc1	0.5
Cc1ccc(CSCCNS(=O)(=O)c2ccccc2)cc1	i
O=C(Nc1ccccc1)c1ccc(NCCc2ccccc2)c([N+](=O)[O-])c1	14*
C=CCn1c(CNC(=O)c2cccs2)nnc1SCc1ccc(Cl)cc1Cl	1.4
COCCNc1nnc(SCC(=O)c2c[nH]c3ccccc23)s1	i
COc1ccc2c(c1O)Cc1ccccc1C2=O	5.8
CCN(CC)S(=O)(=O)c1ccc(N2CCN(c3cccc(OC)c3)CC2)c([N+](=O)[O-])c1	0.5
CCOC(=O)c1cccc(NC(=O)/C=C/c2ccc3c(c2)OCO3)c1	i
O=C(NCCOc1ccccc1Cl)c1ccc2c(c1)S(=O)(=O)c1cc(Cl)ccc1C2=O	0.7
Cc1ccc(S(=O)(=O)NCC2CCCO2)cc1[N+](=O)[O-] (configuration not stated)	i
CC(=O)Nc1ccc(C2=NNC(=NCC3CCCO3)SC2)cc1 (configuration not stated)	i
Cc1ccccc1C=Nc1ccccc1C(N)=O	0.6
O=[N+]([O-])c1nn(-c2cccc(Cl)c2)n(O)c1=NCc1cccnc1	6.3
Cc1cccc(Oc2cc(NC(=O)Cn3cnc([N+](=O)[O-])n3)cc([N+](=O)[O-])c2)c1	3.7
N/C(=N\OC(=O)CCCc1ccccc1)c1cccnc1	0.2
Cc1ccc(OCC(=O)N2N=C(c3cccnc3)CC2(O)C(F)(F)F)cc1C (configuration not stated)	0.1

Further results
SMILES	Dengue inhibitors
COCCCNCCCOc1ccc(Cl)cc1C(C)(C)C	i
O=C(NN1C(=O)C2C3C=CC(C3)C2C1=O)c1cccc(Cl)c1 (configuration not stated)	i
C=C(C)C1CC=C(C)/C(=N\NC(=S)Nc2ccc(C)cc2)C1 (configuration not stated)	5.9
CC1=NN(C(=O)c2cc(C)nn2C)C(O)(C(F)(F)F)C1 (configuration not stated)	1.2
CC1(C)CC(=O)C2=C(C1)Nc1cc(C(=O)c3ccccc3)ccc1NC2c1ccccn1 (configuration not stated)	1.2
O=C(NC(=S)NCC1CCCO1)c1cccs1 (configuration not stated)	i
COc1cc(/C=N/NC(=O)c2ccc(-c3ccccc3)cc2)cc(OC)c1OC	0.4
CN(C)CC(C)(C)CNC(=S)Nc1ccc(S(=O)(=O)N2CCOCC2)cc1	0.3
CC(C)n1c(O)c(N=NC(=O)Cn2ccc(C(F)(F)F)n2)c2ccccc21	i
Cc1c([N+](=O)[O-])c([N+](=O)[O-])nn1CC(=O)N1CCCCC1	i
O=C(C1CCN(Cc2ccc(F)cc2)CC1)N(CCc1ccccc1)Cc1ccccc1	2.2
Cc1cc(N2CCOCC2)nc(SCc2c(Cl)cccc2Cl)n1	7.3
CCOC(=O)N/N=C/c1c(F)cccc1F	i
Cc1ccccc1N1CC(O)(c2ccccc2)[N+]2=C1SCC2 (configuration not stated)	0.3
O=C(c1cn(-c2ccccc2)nc1-c1ccc(Br)cc1)N1CCOCC1	1.4
CC(C)OP(=O)(OC(C)C)C(Nc1ccccn1)c1ccc(F)cc1 (configuration not stated)	1.2
COc1ccc2oc(=O)c(/C(C)=N/Nc3nc(-c4cc(C)ccc4C)cs3)cc2c1	i
CC(CNC(=O)C(C)(C)C)NC(=O)C(C)(C)C (configuration not stated)	0.1
CCCCCC(=O)NC(=S)Nc1ccc(Br)cc1C	0.8
O=C(Nc1ccc2cn[nH]c2c1)c1c(Cl)cccc1Cl	i
Cc1ccc(SCC(=O)NC(=O)c2ccc(S(=O)(=O)N(C)C)cc2)cc1C	0.1
O=C(COC(=O)c1cccc(S(=O)(=O)N2CCc3ccccc32)c1)Nc1ncc(C(F)(F)F)cc1Cl	0.1
NC(=S)Nn1c(CCC(=O)O)ccc1-c1ccccc1	0.5
CCN(CC)c1ccc(N=Nc2nn(C)c(C)c2[N+](=O)[O-])cc1	i
Cc1ccc(-n2c(SCc3nc4ccccc4c(=O)[nH]3)nnc2-c2ccccc2O)cc1	0.7
Cc1ccc(N=C2NC(=O)/C(=C/C=C/c3ccco3)S2)cc1C	2.3
CCC(O)(C#CCN1CCCCC1)CC	1.0
CC(=O)n1cc([C@H]2C=C(C(=O)N3CCOCC3)O[C@@H](OCCCCO)C2)c2ccccc21	0.5
COc1cc(/C=C(\NC(=O)c2ccccc2)C(=O)NCCO)c([N+](=O)[O-])cc1OC	0.5
CC(/C=C/c1ccc(N(C)C)cc1)=N/N=C1/NC(=O)CC(C(=O)Nc2ccc(Cl)cc2)S1 (configuration not stated)	2.6
O=C(NC(=S)Nc1nc2c(s1)CCCC2)c1ccc(C(=O)c2ccccc2)cc1	11*
Cc1ccc(OCCn2cc(/C=C3\C(=O)NN(c4ccccc4)C3=O)c3ccccc32)cc1	1.6
CCOC(=O)CSc1ncc(-c2ccc([N+](=O)[O-])cc2)[nH]1	i
Cc1cc(C)cc(NC(=O)c2ccccc2NC(=O)CCC(=O)O)c1	0.2
Cc1cc(C)c(NC(=O)COC(=O)CSc2ccc(Br)cc2C)c(C)c1	i
CCN(CC)c1ccc(/C=N/Nc2nc(C)cc(=O)[nH]2)c(O)c1	i
O=C(COc1ccccc1)NC1CCCCC1	0.2
C[C@@H]1CN([C@H](C)CO)C(=O)c2cc(NS(=O)(=O)c3cccs3)ccc2O[C@H]1CN(C)Cc1ccccc1	i
CC(C)(C)c1ccc(S(=O)(=O)N2CCCCC2)cc1	9.8*
CCOC(=O)[C@@H]1[C@H]2COc3cc(OC)ccc3[C@@H]2N2C(=O)N(c3ccccc3)C(=O)[C@]12C	0.1
COc1cc(/C=C2/C(=O)c3cccc([N+](=O)[O-])c3C2=O)c(Br)cc1O	i
CCCCNc1c(-c2cccc(-c3ccc(OC)cc3)c2)nc2cc(C)ccn12	i
CC(C)CC(=O)NC(=S)Nc1ccc(S(=O)(=O)Nc2nccs2)cc1	i

Exported in markdown: part of the list above
| canonical_smiles | Dengue inhibitors |
| --- | --- |
| Cc1cc(C)cc(NC(=O)c2ccccc2NC(=O)CCC(=O)O)c1 | 0.2 |
| Cc1cc(C)c(NC(=O)COC(=O)CSc2ccc(Br)cc2C)c(C)c1 | i |
